Screening results (PubChem BioAssay)
MsrA inh: bovine MsrA enzyme inhibitors, primary screen, biochemical, absorbance, HTS; Methionine sulfoxide reductase A (Bos taurus); 360,000 tested, 0.75% active; purified bovine MsrA, absorbance read-out; AID 651718, 2012; inhibition, % at 15.5 µM; in the data active means inhibition above about 4.5%;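 further: 0% = vehicle wells with enzyme and 100% = reference inhibitor wells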
FAS TE block: FAS thioesterase domain inhibitors, primary screen, biochemical, fluorescence intensity, uHTS | Fatty acid synthase (Homo sapiens), P49327 | recombinant FAS-TE, OMFH fluorogenic substrate, fluorescence endpoint | inhibition, % at 15 µM | 360,000 tested, 0.67% active;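 active means compounds whose normalised, plate-corrected inhibition of enzyme fluorescence in the single-dose primary screen is 50% or more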;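 further: 0% = DMSO with enzyme and 100% = substrate without enzyme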
MT1-MMP act inh: blockers of MT1-MMP proenzyme processing, primary screen, HT1080 RFP-PRO-GFP cells, GFP/RFP fluorescence; GFP/RFP ratio fluorescence, overnight; percent of plate control window, DMSO zero; GFP/RFP ratio change, % at 20 µM; 360,000 tested, 0.061% active;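 active means GFP/RFP ratio change of at least 30% with cell ATP level not reduced by more than half and red fluorescence within 50% of control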; further: strong numbers were not always called active
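Material – HT1080 RFP-PRO-GFP cells · Control set – DMSO wells and RFP-L50D-GFP cells · Incubation – overnight cell settling, then overnight compound exposure, 37 °C, 5% CO2 · Compound dosing – single-point 20 µM compound, 1% DMSO · Read-out – GFP/RFP fluorescence ratio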
Rpn11 inh: Rpn11 (PSMD14) deubiquitinase inhibitors, primary screen, biochemical, fluorescence polarization, uHTS | 26S proteasome non-ATPase regulatory subunit 14 (Homo sapiens), O00487 | human 26S proteasome, Ub4-pepOG fluorescence polarization; 20S core pre-blocked with epoxomicin | calls only at 20 µM | 360,000 tested, 0.59% active;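 active means inhibition at 20 µM, scaled to each plate's controls, above about 33%, limit read from the data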
Target sequence (O00487 whole entry, looked up): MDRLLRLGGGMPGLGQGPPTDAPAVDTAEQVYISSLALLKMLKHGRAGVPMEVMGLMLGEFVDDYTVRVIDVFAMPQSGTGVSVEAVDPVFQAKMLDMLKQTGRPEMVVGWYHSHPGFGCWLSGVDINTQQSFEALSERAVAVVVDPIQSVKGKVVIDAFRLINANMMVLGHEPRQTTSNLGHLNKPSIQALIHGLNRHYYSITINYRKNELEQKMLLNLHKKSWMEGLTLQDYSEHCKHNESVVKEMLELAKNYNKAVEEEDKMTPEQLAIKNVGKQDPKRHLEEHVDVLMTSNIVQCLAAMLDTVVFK
bovine MsrA act: bovine MsrA enzyme activators, primary screen, biochemical, absorbance, HTS; 360,000 tested, 0.3% active; purified bovine MsrA, absorbance read-out; Methionine sulfoxide reductase A (Bos taurus); activation, % at 10.6 µM; in the data active means activation above about 7.5%;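 further: 0% = vehicle and 100% = reference activator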
CSN inh: inhibitors of CSN-mediated cullin deneddylation, primary screen, biochemical, fluorescence polarization, uHTS; inhibition, % at 12.5 µM; COP9 signalosome complex subunit 5 (Homo sapiens), Q92905; 360,000 tested, 0.38% active; Purified CSN, SCF-Nedd8-OG deneddylation;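 active means pattern-corrected inhibition above about 35%, with an unprinted fluorescence ratio check between 0.5 and 1.5, limit read from the data, passing the limit was not always enough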;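 further: 0% = enzyme with substrate and 100% = substrate without enzyme; some results filed as inactive read as strong as hits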
Target sequence (Q92905 whole entry, looked up, one chain of several): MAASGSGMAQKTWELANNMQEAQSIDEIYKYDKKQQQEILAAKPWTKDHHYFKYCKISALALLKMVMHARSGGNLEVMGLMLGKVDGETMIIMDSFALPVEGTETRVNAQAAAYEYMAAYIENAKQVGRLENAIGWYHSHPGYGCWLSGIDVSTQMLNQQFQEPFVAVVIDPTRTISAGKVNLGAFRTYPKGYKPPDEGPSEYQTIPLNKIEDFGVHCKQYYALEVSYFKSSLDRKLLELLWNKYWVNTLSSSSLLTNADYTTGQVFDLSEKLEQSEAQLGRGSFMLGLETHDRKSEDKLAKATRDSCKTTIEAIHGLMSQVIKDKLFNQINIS
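Material: purified human Csn5 enzyme expressed in HEK293T cells / Medium: Tris buffer pH 7.5, NaCl, DTT, Tween-20, trehalose, ovalbumin / Compound dosing: 12.5 µM single point / Schedule: 90 min incubation of compound, enzyme and substrate at room temperature / Signal: fluorescence polarization of the substrate / Control set: no-enzyme wells high, enzyme-with-substrate wells low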
PABP1 MLLE inh: inhibitors of PABP1 MLLE–PAM2 peptide binding, primary screen, biochemical, fluorescence polarization, FITC-PAM2, GST-MLLE; inhibition, % at 20 µM; 360,000 tested, 0.36% active; AID 588489, 2011; in the data active means inhibition above about 35%, passing the limit was not always enough;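 further: plate controls were DMSO wells with GST-MLLE for no effect and wells lacking GST-MLLE protein for full effect; some results filed as inactive read as strong as hits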
Rin1-Abl PPI inh: inhibitors of Rin1-Abl protein binding, primary screen, biochemical, TR-FRET; 360,000 tested, 0.4% active; Tyrosine-protein kinase ABL1 (Homo sapiens) + Ras and Rab interactor 1 (Homo sapiens), …; inhibition, % at 7.35 µM; in the data active means inhibition above about 5%, passing the limit was not always enough
eLon inh: inhibitors of E. coli Lon protease, primary screen, biochemical, fluorescence polarization | P0A9M0 | inhibition, % at 7.94 µM | 360,000 tested, 0.42% active | AID 602123, 2011 | purified E. coli Lon protease; in the data active means inhibition above about 13%, passing the limit was not always enough;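 further: 0% = enzyme with probe and DMSO and 100% = no enzyme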
* = called active by the depositor; i = inactive; . = no result given; + = active, no number.

Sequence of screens: MsrA inh, FAS TE block, MT1-MMP act inh, Rpn11 inh, bovine MsrA act, CSN inh, PABP1 MLLE inh, Rin1-Abl PPI inh, eLon inh
> CSc1cc(C)n(-c2ccccc2)c(=S)c1C(C)=O
  2.5, 3, 0, i, -6, 2, -108, -1, -2
> CCN(CC)C(=S)NC(=O)c1ccc(OC)c(Br)c1
  -0.5, -8, 13, i, -1, -6, 35, 0, -7
> O=C(O)CN1C(=O)COc2ccc(S(=O)(=O)N3CCCCCC3)cc21
  1.1, -6, 4, i, 0, -4, 3, 2, -7
> Cc1cc(C)cc(NC(=O)COC(=O)c2ccc3c(c2)OCCO3)c1
  2.2, 0, 3, i, 0, -1, 7, 0, -3
> COc1ccc(-c2onc(C)c2-c2ccc(C(=O)OC(C)C)o2)c(O)c1
  1.6, 12, -7, i, -1, 4, 7, 2, 1
> COc1ccc(C(=O)Nc2ccc([N+](=O)[O-])cn2)cc1OC
  3.6, -1, -5, i, -4, -18, 4, -5, 1
> CCC(C(=O)NCc1ccco1)N(C(=O)CNS(=O)(=O)c1ccc(C)cc1)c1ccccc1OC (stereo not given)
  1.7, 3, -6, i, -3, 2, -6, -1, 5
> CCN(CC)CCC(O)(c1ccccc1)C1CCCCC1 (stereo not given)
  -0.6, -4, -16, i, -2, -2, 12, -2, -2
> CC(C)C(OC(=O)c1ccc(Cl)nc1)C(=O)NC1CCCCC1 (stereo not given)
  0.1, -5, -1, i, 1, -5, -4, 1, 4
> NC1=NC(=O)C(CC(=O)Nc2ccc3c(c2)OCO3)S1 (stereo not given)
  0.8, -8, 4, i, -3, -1, -3, -3, 3
> Cc1ccc2oc3ccccc3c(=O)c2c1
  1.1, 6, -1, i, 0, 1, -8, 0, -7
> COC(=O)c1cc(S(=O)(=O)NCc2cc(OC)c(OC)c(OC)c2)cn1C
  0.0, -4, 0, i, -1, 4, -12, 0, 1
> O=c1[nH]cc(S(=O)(=O)N2CCN(c3ccc(F)cc3)CC2)c(=O)[nH]1
  -0.9, -9, -2, i, -2, 1, 20, 0, 2
> COC(=O)N(NC(=O)C(O)(C(C)C)C(C)C)c1ccccc1
  -1.4, -6, -1, i, -4, 1, 4, 0, 11
> CCOC(=O)c1cnn(CCOC(=O)c2ccc(OC)cc2)c1NC(=O)c1ccc(OC)cc1
  -0.5, 5, 6, i, -12, 0, -14, 1, -9
> Cc1ccc(NC(=O)C2C(c3ccccc3)C2(Cl)Cl)c(C)c1 (stereo not given)
  -1.2, 17, 5, i, -1, 2, 4, -2, 1
> COC(=O)[C@]12CCCCC=C1N(CCC1=CCCCC1)C(=O)[C@H](CC(=O)NCc1ccc(C)o1)C2
  -0.7, 3, ., ., -1, -7, ., ., 10
> CCCn1c(SC(C)C(=O)NC2CCCC(C)C2C)n[nH]c1=O (stereo not given)
  1.2, -7, 7, i, -6, -7, -5, 2, -2
> COc1ccc(C(=O)NN)cc1COc1ccc(Br)cc1
  -0.3, -1, -3, i, -2, 3, -3, 3, -10
> Cc1ccc(S(=O)(=O)N(C)c2ccccc2C(=O)Nc2c(F)cccc2F)cc1
  -0.8, 2, 1, i, -4, -1, 16, -1, 0
> Cc1ccc(N(CC(=O)N2CCCCCC2)S(C)(=O)=O)cc1Cl
  -0.8, -1, -1, i, -3, 2, -5, 4, -2
> S=c1[nH]nc(-c2cc(-c3ccccc3)n[nH]2)n1/N=C/c1ccc(Br)s1
  1.0, 15, 2, +, 0, 36*, -114, -3, 1
> COc1ccc(-c2ccc3c(c2)[C@@H]2C[C@H](N(C)C(=O)C(C)(C)C)[C@H]([C@H](C)O)C(=O)N2CC3)cc1
  0.7, -2, -2, i, 1, -4, -4, -2, -17
> Cc1c(O)ccc(C(=O)CN2CCN(Cc3ccccc3)CC2)c1O
  0.1, -4, 2, i, -4, -1, -10, 3, 12
> C#CCOc1nc(OCC#C)nc(OCC#C)n1
  0.6, -2, -1, i, -2, -1, 7, 0, 0
> Cc1ccc(Cc2c(-c3ccccc3)nc3ccc(Cl)cn23)cc1
  -0.2, 24, -3, i, -3, 4, 4, -1, -9
> COc1ccccc1/C=C/C=N/n1c(-c2ccco2)n[nH]c1=S
  3.2, 1, 4, i, 1, 1, -11, 2, 0
> COc1ccc(C=NNc2ccc(S(=O)(=O)Nc3ccccc3C(=O)O)cc2[N+](=O)[O-])c(OC)c1
  ., 49, 27, i, -7, -9, -6, -3, -2
> COc1cccc2cc(C(=O)NCC3CCCO3)c(=O)oc12 (stereo not given)
  1.7, -9, -4, i, -1, -2, -1, -3, 0
> Oc1[nH]c2c(Cl)cc(Cl)cc2c1N=NC(=S)NCC1CCCO1 (stereo not given)
  0.0, 19, 1, i, -3, -2, 24, -1, -7

Molecules from the list above that contain an aryl thioether with sulfur outside any ring:
Sequence of screens: MsrA inh, FAS TE block, MT1-MMP act inh, Rpn11 inh, bovine MsrA act, CSN inh, PABP1 MLLE inh, Rin1-Abl PPI inh, eLon inh
> CSc1cc(C)n(-c2ccccc2)c(=S)c1C(C)=O
  2.5, 3, 0, i, -6, 2, -108, -1, -2
> CCCn1c(SC(C)C(=O)NC2CCCC(C)C2C)n[nH]c1=O (stereo not given)
  1.2, -7, 7, i, -6, -7, -5, 2, -2

(further entries)
Sequence of screens: MsrA inh, FAS TE block, MT1-MMP act inh, Rpn11 inh, bovine MsrA act, CSN inh, PABP1 MLLE inh, Rin1-Abl PPI inh, eLon inh
> Cc1[nH]nc2c1C(c1ccsc1)C(C#N)=C(N)O2 (stereo not given)
  -0.5, -2, -7, i, -1, 2, -5, 3, -9
> C=CCN1CC(O)=C(c2ccccc2)C1=N
  1.4, -5, 5, i, 1, -4, -10, 4, -8
> CCOc1ccc(C(=O)NCC(C)CN(C)C)cc1OCC (stereo not given)
  -1.1, -9, 6, i, -14, 1, 5, 2, 4
> CC(=O)c1ccc(N2CCN(C(=O)CCNC(=O)Cn3ccc4ccccc4c3=O)CC2)cc1
  2.9, -3, -2, i, -11, 6, -5, -1, -2
> Cc1ccc(C(=O)NC(N2CCCC2)C(Cl)(Cl)Cl)cc1 (stereo not given)
  2.4, 0, -5, i, -2, 0, 3, -4, -3
> c1ccc(-c2nnc(-c3ccccc3)o2)cc1
  -0.7, 2, 0, i, -3, 0, 2, -1, -7
> COc1ccc(OC)c(-n2c(SCC(=O)N3CCc4ccccc43)nc3c(c2=O)SCC3)c1
  ., 24, -5, i, -1, 2, 13, 0, -6
> CCSc1nn2c(=O)c3ccccc3nc2s1
  0.8, -4, 1, i, -2, -1, 13, 0, 1
> COc1cc(NC(=O)COC(=O)CSc2cc(C)ccc2C)c(C)cc1[N+](=O)[O-]
  0.0, -1, 1, i, -1, 1, 1, -1, 0
> CCOc1ccc2[nH]c3c(c2c1)CNCC3
  0.9, -16, -6, i, -2, -3, -14, 2, -15
> C=CCn1c(=NC(=O)c2sc3ccccc3c2Cl)sc2cc(S(N)(=O)=O)ccc21
  ., -13, 11, +, 1, 20, 1, -2, -8
> CC(=O)Cn1c(CN2CCCCC2)nc2ccccc2c1=O
  0.2, -4, 0, i, -3, 2, 5, 0, -3
> N#Cc1ccc(C(=O)OCCCc2cc3ccccc3c(=O)o2)cc1
  0.5, 13, 2, i, 0, -7, -11, -1, 7
> Cc1cccc(C)c1OCC(=O)N/N=C/c1cccnc1
  -0.1, -2, -1, i, -1, -1, 3, -1, 8
> O=C(N/N=C/C=C/c1ccccc1[N+](=O)[O-])c1ccncc1
  2.8, -4, 0, i, -3, 1, 5, 0, -6
> O=Cc1ccc(-n2cc(C=O)c3ccccc32)cc1
  1.6, 3, -3, i, -5, 6, 14, -5, 6
> CC1=CC(=O)Nc2cncnc2N1
  -1.2, -7, -2, i, -2, 6, 17, 0, -2
> CC(=O)N[C@@H](Cc1c[nH]c2ccccc12)C(=O)OCC(=O)Nc1cc(C)on1
  0.2, -2, 0, i, -2, -2, -3, -1, -7
> O=S(=O)(c1ccc(OC(F)(F)F)cc1)N1CCC(O)(c2cccc(C(F)(F)F)c2)CC1
  0.5, 23, -1, i, 2, -3, -12, 1, 7
> COc1ccc(-c2cc3nc(C)cc(C)n3n2)cc1
  -0.7, -3, 10, i, -1, 3, 2, -1, 5
> CCOC(=O)c1sc(C)c2c1NC1(CCCCCC1)NC2=O
  1.2, 0, 3, i, -10, 4, -2, -3, -1
> CCN(CC)C(=O)CSc1nc2c(sc(=S)n2-c2ccccc2)c(=O)[nH]1
  1.2, -3, 1, i, -5, 5, 0, 4, 1
> COc1ccc2cc3cc(C(=O)NCCN4CCN(c5ccccc5F)CC4)oc3nc2c1
  1.9, 10, 24, i, -3, 2, -1, -5, -13
> CC1=CCC[C@@H]2[C@@](C)(CC/C(C)=C/C(=O)O)[C@H](C)CC[C@@]12C
  0.7, 16, 3, i, -1, 2, 5, 2, 2
> Cc1ccc(S(=O)(=O)N2CC3(O)CN(C(=O)OC(C)C)N(C(=O)OC(C)C)CC3(OC(=O)NCc3ccco3)C2)cc1 (stereo not given)
  1.9, 3, 1, i, 1, 2, -5, -4, 2
> Cc1ccc(S(=O)(=O)N2CCN(S(C)(=O)=O)CC2)cc1
  2.5, -5, -4, i, -14, 2, 0, 2, -1
> Cc1c(NC(=O)Nc2cc(Cl)ccc2Cl)c(=O)n(-c2ccccc2)n1C
  -1.1, -4, -8, i, -2, 4, -3, -3, -2

Only eLon inh and Rin1-Abl PPI inh (three entries from above):
mol	eLon inh	Rin1-Abl PPI inh
CCOC(=O)c1cnn(CCOC(=O)c2ccc(OC)cc2)c1NC(=O)c1ccc(OC)cc1	-9	1
COc1ccc(C(=O)Nc2ccc([N+](=O)[O-])cn2)cc1OC	1	-5
CCSc1nn2c(=O)c3ccccc3nc2s1	1	0
